# Screening results (PubChem)
# Pf Dd2 inh: inhibitors of Plasmodium falciparum Dd2 growth; P. falciparum Dd2 growth, SYBR Green, 72 h; Potency, µM (doses to about 28.9 µM), for inactives: at the highest dose activity, negative = inhibition, most hits filed as inhibitors; actives 4.3% (n = 120,000); AID 1347417; active = well fitted inhibition curve with a large enough effect; inconclusive = small, poorly fitted or top-dose-only effect; inactive = no such curve, though single readings can be large or run the other way;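 also: plate controls were DMSO vehicle for no effect and reference drug for full effect; nearly all actives have a fitted effect of over 65% in size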
#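 Infected erythrocytes (Dd2, 0.3% parasitemia, 2.5% hematocrit final) are added to compound in RPMI-1640/Albumax II medium, grown 72 h at 37C in low oxygen, then lysed with saponin/Triton-X containing SYBR Green and read by fluorescence.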
# * marks the source's active call; other numbers are inactive results; i = inactive; ? = inconclusive; [ ] = another dose, or the depositor's remark. Potency is read from the fitted curve at half-maximal effect. Only part of the results is shown, so the mix of outcomes need not match the whole.
SMILES,Pf Dd2 inh
O=C(C1NCCc2[nH]cnc21)N1CCc2nnc(-c3ccccc3)n2CC1 (stereo not drawn),-3.1%
CC(C)CNC(=O)N1CCC2(CC1)N(Cc1cccc(F)c1)C(=O)CS2=O (stereo not drawn),9.3%
COc1ncccc1C(=O)N1CCCC(c2[nH]ncc2Cc2ccccc2)C1 (stereo not drawn),-13.4%
COc1cccc(CNCC2(CO)C[C@@H](O)[C@@H](O)C2)c1 (stereo partly drawn),23.5%[44.1 µM]
COCCCn1c(C)cc(C(=O)N[C@@H]2CN(C)C[C@H]2CN(C)C)c1C,19.8%
COc1ccc(NC(=O)[C@@H]2C[C@@H](c3ccc(F)cc3)N(Cc3ccccc3)C2)cc1,-24.8%[44.1 µM]
O=C(Cn1nc(-c2ccc(Cl)cc2)c2ccccc2c1=O)Nc1cccc(C(F)(F)F)c1,16.1%
Cn1c(=O)c(=O)n(C)c2cc(S(=O)(=O)N3CCCC3C(=O)Nc3cccc(F)c3)ccc21 (stereo not drawn),-7.8%
CCc1nn(CC(=O)NCCc2ccc(OC)cc2OC)c(=O)c2cc3occc3n12,9.7%
Cc1ccc2c(=O)c(C(=O)c3cccc(Cl)c3)cn(CC(=O)NCc3ccc(F)cc3)c2n1,-7.3%
Cn1ncc(N2CCC(CNC(=O)c3cn4ccsc4n3)C2)cc1=O (stereo not drawn),-19.6%
COC(=O)C1CCN(C(=O)CC[C@H]2CNC(=O)[C@@H]3[C@@H](CCN3Cc3ccc(OC)cc3)N2C)CC1,-12.0%
CCc1nc(NC(=O)C2c3ccccc3C(=O)N(CCOC)C23CCCC3)sc1C (stereo not drawn),2µM*
COc1ccc(OCc2nc(C)c(CCO)c(=O)n2CC(=O)Nc2ccc(C)cc2C)cc1,-19.5%
COCCNC(=O)C1CN(c2ccc(F)cc2)C(=O)N1 (stereo not drawn),0.6%[44.1 µM]

# Structural class: the entries above containing a Cl atom (2)
SMILES,Pf Dd2 inh
O=C(Cn1nc(-c2ccc(Cl)cc2)c2ccccc2c1=O)Nc1cccc(C(F)(F)F)c1,16.1%
Cc1ccc2c(=O)c(C(=O)c3cccc(Cl)c3)cn(CC(=O)NCc3ccc(F)cc3)c2n1,-7.3%

# Continuation.
SMILES,Pf Dd2 inh
CCN1c2cc(C(=O)Nc3ccc(OC)c(Cl)c3)ccc2C(=O)N2CCCC21 (stereo not drawn),?
OC[C@@H]1CN(C2CCCC2)C[C@H]1c1nc(-c2ccncc2)no1,-20.0%
O=C1CCCCCN1C1CCN(Cc2ccc(C(F)(F)F)cc2)CC1,-28.9%
C=CCNC(=O)N[C@H]1C[C@@H](C(=O)N[C@@H](Cc2ccc(OC)cc2)C(N)=O)N(C(=O)CC(C)(C)C)C1,-1.9%
COc1ccc(C)cc1Nc1ncnc2c1c(-c1ccccc1)cn2-c1ccc(C)cc1,?
CCN(C1CCOCC1)C1CN(C(=O)C2CCCO2)C1 (stereo not drawn),0.8%
CC(=O)Nc1cccc(-c2ccc3c(n2)c(=O)ncn3Cc2ccccc2)c1,?
Cc1cc(C[C@@H]2COC[C@@H]2NC(=O)Cn2ncc3ccccc32)on1,18.3%
O=C(Nc1nnc(S(=O)(=O)N2CCCc3ccccc32)s1)c1ccccc1Br,40.7%[activator][5.79 µM]
CC(C)N1CC2(C1)C(=O)N(Cc1ccccc1F)C(=O)[C@@H]1C[C@@H](O)CN12,4.9%[44.1 µM]
Cc1cc(C)cc(-n2ccn(Cc3ccc(F)cc3)c(=O)c2=O)c1,21.3%
CC(C)[C@@H]1CN(c2nccc(C(F)(F)F)n2)C[C@H]1NS(C)(=O)=O,3.4%
O=C(Nc1cccc(F)c1)N1CCC(Oc2ccccc2-c2nc(-c3ccncc3)no2)C1 (stereo not drawn),?
COC(=O)c1ccc(NC(=O)CN2C(=O)CCc3cc(S(=O)(=O)N4CCCCC4)ccc32)cc1,-0.2%
O=C(CC1COCCN1)N1CCC2(CCC(=O)N(CCc3ccncc3)C2)CC1 (stereo not drawn),5.0%

# Sorted by SMILES length (largest number first): part of the list above.
SMILES,Pf Dd2 inh
C=CCNC(=O)N[C@H]1C[C@@H](C(=O)N[C@@H](Cc2ccc(OC)cc2)C(N)=O)N(C(=O)CC(C)(C)C)C1,-1.9%
O=C(Nc1cccc(F)c1)N1CCC(Oc2ccccc2-c2nc(-c3ccncc3)no2)C1 (stereo not drawn),?
CC(C)[C@@H]1CN(c2nccc(C(F)(F)F)n2)C[C@H]1NS(C)(=O)=O,3.4%

# New compounds follow.
SMILES,Pf Dd2 inh
COc1ccc(C(=O)N[C@H](c2cccs2)C2CC(O)C2)c(F)c1F (stereo partly drawn),-6.9%
CC(=O)Nc1cc(C(=O)NCc2ccc(F)cc2)ccc1S(=O)(=O)c1ccc(C)cc1,-19.1%
COc1ccc(-n2nc(C)c(CCC(=O)NCC(C)C)c2Oc2ccccc2)cc1,i
COc1ccc(F)cc1C(=O)NCc1c(C)ncc2c1CCNC2,-15.7%
C[C@H]1CCCN1C(=O)c1nnc(CNc2ccc(C(=O)O)cc2)n1-c1ccccc1,i
O=C(CCn1nnc2ccccc21)N1CCOCC(O)(CN2CCCC2)C1 (stereo not drawn),0.5%
COC(=O)c1ccccc1NC(=O)Cn1cnc2sc(C)c(S(=O)(=O)N3CCC(C)CC3)c2c1=O,12.5%
O=C(Nc1ccc2n(c1=O)C[C@H]1C[C@@H]2CN(C(=O)c2ccccn2)C1)c1cccs1,4.9%[44.1 µM]
O=C(NCC1(N2CCOCC2)CCCC1)c1cn(Cc2ccccc2Cl)nn1,-7.7%
COc1ccc(CN2CCCn3nc(C)c(-c4ccccc4C(C)C)c32)cc1O,?
COc1cccc(C2Cn3nnc(-c4nc(-c5ccc(OC(F)(F)F)cc5)no4)c3CO2)c1 (stereo not drawn),17.4%
Cn1c(-c2ccc(CN3CCc4[nH]cnc4C3C(=O)O)o2)nc2ccccc21 (stereo not drawn),-9.9%
O=C(Cn1c(=O)c2cccn2c2ccc(F)cc21)NCc1cccc(Cl)c1,-0.3%
O=C(COc1ccc(NC(=O)C2CC2)cn1)NCc1ccccc1F,6.3%
Cc1ccc2c(=O)cc(C(=O)Nc3sc4c(c3C(=O)NCc3ccco3)CCC4)oc2c1,20.8%
CCOC(=O)c1ccc(NC(=O)CSc2ccc3ccccc3n2)cc1,19.4%[0.594 µM]
O=C(NCc1ccccn1)C1c2ccccc2C(=O)N(C2CCCC2)C12CCCCC2 (stereo not drawn),?
O=S(=O)(c1ccccc1)N1CCC(c2nc(CCOCC3CC3)no2)C1 (stereo not drawn),-16.5%
CSc1ccc(CNC(=O)c2noc(-c3ccc(F)cc3)n2)cc1,23.8%
C#CCN(C)C(=O)c1onc(-c2ccc(Cl)cc2)c1[C@H](C)O,-14.9%[44.1 µM]
CC(C)CCNC(=O)c1ccc2nc(CCc3ccccc3)oc2c1,-17.5%
CN(C)c1cc(=O)c2ccnc(-c3cccc(CO)c3)c2o1,-17.3%[44.1 µM]
O=C(NC1CC1)C1(c2ccc(Cl)cc2)CCOCC1,8.9%[44.1 µM]
NC(=O)[C@H](CCC(=O)O)NC(=O)C1=C[C@@H](NC(=O)CC2(CC(=O)O)CCCC2)[C@@H](O)[C@H](O)C1,23.0%
CC(C)c1ccc(C(=O)N[C@H](C2CCNCC2)C2CC(O)C2)c(=O)n1C (stereo partly drawn),-4.9%
CCc1ccccc1NC(=O)Cn1c(-c2ccc(F)cc2)nc(C)cc1=O,-1.3%
CCCOc1cc(C)c2c(c1C)C[C@H](C(C)C(=O)N1CCOCC1)CC2 (stereo partly drawn),-18.5%[44.1 µM]
CC1=C(C(N)=O)C(c2ccc(F)cc2)n2nc(-c3ccc(N(C)C)cc3)nc2N1 (stereo not drawn),10µM*
O=C(Cc1ccccc1)N1CCC2(CC1)CC(N(Cc1ccc(F)cc1)C1CC1)CCO2 (stereo not drawn),?
O=C(Nc1ccc(Br)cc1)c1cc(S(=O)(=O)N2CCc3ccccc32)ccc1F,?
CN1C(=O)C2(CCN([S+](=O)([O-])c3cccs3)C2)c2ccccc21 (stereo not drawn),?
CC(=O)N1CCOc2cc(S(=O)(=O)Nc3cccc(C(F)(F)F)c3)c(Cl)cc21,12.6µM*
O=C1Nc2ccccc2CC12CCCN(Cc1ccccc1)C2 (stereo not drawn),?
COc1ccc(-c2noc(-c3nnn4c3COC(c3ccc(C)cc3C)C4)n2)cc1OC (stereo not drawn),i
COc1cccc(CCNC(=O)c2c(C)noc2-c2ccco2)c1,?
O=C(c1ccoc1)N1CCC2(CC1)NC(=O)N(c1ccccc1Cl)N2,i
O=C1Nc2ccccc2CC12CCCN2CC1CC1 (stereo not drawn),-4.5%[44.1 µM]
CCNC(=O)CN1C(=O)NC(CCc2ccccc2)(C2CCNCC2)C1=O (stereo not drawn),-13.3%
O=C(c1cc2sccc2[nH]1)N1CC2CC(C1)[C@@H]1CCCC(=O)N1C2 (stereo partly drawn),-7.4%
Cc1cc(C)cc(OCc2cc(=O)n3c(-c4ccccc4)csc3n2)c1,-11.7%
CCOc1ccc(NC(=O)CNS(=O)(=O)c2ccc(Br)s2)cc1,11.1%
C[S+](=O)([O-])N1Cc2ccccc2CC2(CCCN2CC2CCNCC2)C1 (stereo not drawn),17.8%
COCCN1C(=O)c2ccccc2C(C(=O)Nc2ccc3c(c2)OCCO3)C12CCCC2 (stereo not drawn),-23.0%
CC(=O)c1ccc(NC(=O)NC[C@H]2C[C@@H]3CCN2C[C@@H]3CN2CCC(Cc3ccccc3)CC2)cc1,i
CC1(NC(=O)C2CC2)CN(Cc2nc(-c3cccc(N4CCOCC4)c3)cs2)C1,15.0%[44.1 µM]
COc1ccc(CCNC(=O)CCCn2nc(C)c3sc4ccccc4c3c2=O)cc1OC,i
O=C(O)CCC(=O)N[C@H]1CCN2C(=O)c3cc(-c4ccc(F)cc4F)ccc3NC(=O)[C@H]12,17.1%
COCCN1C(=O)c2[nH]nc(-c3ccccc3O)c2C1c1ccc(OCc2ccccc2)c(OC)c1 (stereo not drawn),?
Cc1cnc(C(=O)NC2C[C@H]3CC[C@@H](C2)N3C(=O)c2sccc2C)cn1 (stereo partly drawn),i
CC1=C(C(=O)Nc2ccc(Cl)cc2)C(c2ccc(C(F)(F)F)cc2)n2nnnc2N1 (stereo not drawn),?
Cc1ccc(S(=O)(=O)N2CCC(Oc3ccc(C(N)=O)cn3)CC2)cc1,i
COc1ccc(OC)c(CCNc2ncnc3onc(-c4ccc(Cl)cc4)c23)c1,11.2µM*
COc1ccc(NC(=O)C2Cn3cccc3C(=O)N2)c(OC)c1 (stereo not drawn),?
CCN1CCC(N2CCC(Oc3ccccc3-c3nc(-c4ccncc4)no3)C2)CC1 (stereo not drawn),?
CCC(C)NC(=O)c1sc2nc(C)c(C(=O)Nc3ccc(C)cc3C)c(-c3ccc(NC(C)=O)cc3)c2c1N (stereo not drawn),?
Cc1cccc(CC(=O)N2CCCC(CN3CCCC3)CC2)c1 (stereo not drawn),-27.0%
CCC(C)NC(=O)CSc1nc2cc3c(cc2c(=O)n1CCCC(=O)NCc1ccc2c(c1)OCO2)OCO3 (stereo not drawn),?
COc1ccc(N2CCN(CCCNC(=O)c3ccc4nc(Cc5ccccc5)oc4c3)CC2)cc1,?
CCn1c(SCC(=O)Nc2cc(C)ccc2F)nnc1-c1ccccc1O,13.5%
Cc1cccc(S(=O)(=O)N2CCc3c(C(=O)NC(C)C)cccc32)c1,i
# (more compounds)
SMILES,Pf Dd2 inh
CCCc1cc(=O)[nH]c(Nc2ccc(OCC)cc2)n1,-19.0%
CCOc1cccc(C2c3[nH]c4ccccc4c3CCN2C(=O)CSCc2ccc(F)cc2)c1 (stereo not drawn),?
CN(Cc1ccon1)Cc1cc2n(n1)CCN(C(=O)c1ncoc1C1CC1)C2,0.8%
COc1ccc(CNc2ncnc3c2CN(C2CCNCC2)C(=O)CN3C)cc1OC,?
CCOC(=O)N1CCN(c2ncc3c(n2)CC(c2ccc(OC)c(OC)c2)CC3=O)CC1 (stereo not drawn),i
COc1ccc(Cn2c3c(c(=O)n2Cc2ccccc2)CCN(Cc2c(C)noc2C)C3)cc1,-8.2%
COCCCNC(=O)N1CCN(c2nnc(C)c3c(C)n(-c4ccc(Cl)cc4)nc23)CC1,-18.4%
CCOc1ccccc1CNC(=O)c1ccc2c(c1)CC(=O)N2C,?
COc1cc(CN2CCc3nc(N(C)C)[nH]c(=O)c3CC2)cc(OC)c1OC,-9.3%[5.79 µM]
COc1ccc(OC)c(S(=O)(=O)NCC2CNCCOC2)c1 (stereo not drawn),-1.3%
COCCC1(C(=O)O)CCN(c2ccnc3c(C(F)(F)F)cccc23)CC1,-12.6%
COc1ccc(CNC(=O)N2CCCOCCNC(=O)[C@@H]3CCCC[C@@H]32)cc1,11.8%
O=C(NC1CCCC1)N1CCCCCC1CN1CCOCC1 (stereo not drawn),?
Cc1cc(NC(=O)c2ccc(Cn3ccn4nc5c(c4c3=O)CCCC5)cc2)ccc1F,i
CCOC(=O)CSc1nc(-c2ccc(F)cc2)cc(C(F)(F)F)c1C#N,7.6%[5.79 µM]
CC(C)CCNC(=O)Cn1nc2c(cc1=O)CCCC2,4.2%
Cc1ccc(NC(=O)N2C[C@@H](Oc3cccnc3)C[C@H]2C(=O)N2CCCC2)cc1C,?
CCCc1noc(-c2cccn3c(CNC(=O)c4cc(F)ccc4Cl)nnc23)n1,?

# Some of the entries so far, as tab-separated lines:
smiles	Pf Dd2 inh
CC(C)CCNC(=O)Cn1nc2c(cc1=O)CCCC2	4.2%
CCCc1cc(=O)[nH]c(Nc2ccc(OCC)cc2)n1	-19.0%
CCCc1noc(-c2cccn3c(CNC(=O)c4cc(F)ccc4Cl)nnc23)n1	?
CCOc1ccccc1CNC(=O)c1ccc2c(c1)CC(=O)N2C	?
O=C(NC1CCCC1)N1CCCCCC1CN1CCOCC1 (stereo not drawn)	?
COc1ccc(Cn2c3c(c(=O)n2Cc2ccccc2)CCN(Cc2c(C)noc2C)C3)cc1	-8.2%
